Pin1 inh: qHTS Assay to Find Inhibitors of Pin1; Peptidyl-prolyl cis-trans isomerase NIMA-interacting 1 (Homo sapiens), Q13526; Pin1 FP peptide displacement, HiFluor488, 10 min; Potency, µM (top dose mostly 115 µM), inactives show at the top dose activity, negative = inhibition, usual class: inhibitors; actives 0.009% (n = 390,000); AID 504891, 2011; active = well fitted inhibition curve with a large enough effect in the polarisation, with a control signal flat, not every such curve was filed as active; inconclusive = small, poorly fitted or top-dose-only effect, or effect the other way, or a change in a side signal; inactive = no such curve, though single readings can be large or run the other way; the % refers to the polarisation; note: potency is the fitted concentration of half-maximal effect; % is set by controls: 0 for no effect and ±100 for the full control effect
PI4K2A inh: qHTS for small molecular inhibitors of PI4K2A; AID 1346378, 2018; actives 0.13% (n = 420,000); activity change, negative = inhibition, % at 76.9 µM; Phosphatidylinositol 4-kinase type 2-alpha (Homo sapiens), Q9BTU6; purified PI4K2A, ADP-Glo luminescence, 1 h; hits give low values; in the data active = activity change below about -50%; inconclusive = mostly about -30% to -49%;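 note: -100% = wells without enzyme as full effect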
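In this quantitative HTS, ADP production by PI4K2A was quantified luminescently after 1 h at ambient temperature; 100 microM adenosine served as plate-quality control.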
JMJD2A Tudor: qHTS Assay for Inhibitors of JMJD2A-Tudor Domain; actives 4.4% (n = 390,000); Potency, µM (titrated, usually from 114 µM), inactives show top-dose activity change, negative = inhibition, usual class: inhibitors; Lysine-specific demethylase 4A (Homo sapiens), O75164; AlphaScreen JMJD2A-Tudor / H3K4me3 peptide binding; note: potency is the fitted concentration of half-maximal effect; % is set by controls: 0 for no effect and ±100 for the full control effect; nearly all actives have a fitted effect of over 50% in size
BAZ2B inh: qHTS Assay for Inhibitors of BAZ2B; Bromodomain adjacent to zinc finger domain protein 2B (Homo sapiens), Q9UIF8; AlphaScreen BAZ2B-H3K14Ac peptide displacement; Potency, µM (titrated, usually from 114 µM), for inactives: at the highest dose activity change, negative = inhibition, usual class: inhibitors; actives 4.4% (n = 360,000); AID 504333, 2011; note: potency is the fitted concentration of half-maximal effect; % is set by controls: 0 for no effect and ±100 for the full control effect; nearly all actives have a fitted effect of over 60% in size
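AlphaScreen displacement of biotin-H3(5-23)K14Ac peptide (50 nM final) from BAZ2B (50 nM final) in PBS pH 7.4, 0.01% Tween-20; complex preformed 30 min RT, then compounds (top 110 uM) 30 min RT, beads 20 min dark.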
PGK inhibitor: qHTS Assay to Find Inhibitors of Phosphoglycerate Kinase. Phosphoglycerate kinase, glycosomal (Trypanosoma brucei brucei), P07378. PGK/GAPDH coupled, Kinase-Glo luminescence, 60 min. Potency, µM (top dose mostly 57.5 µM), for the others: at the highest dose activity change, negative = inhibition, usual class: inhibitors. actives 0.043% (n = 380,000). AID 602233, 2012; note: potency is the fitted concentration of half-maximal effect; % is set by controls: 0 for no effect and ±100 for the full control effect; nearly all actives have a fitted effect of over 60% in size
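Recombinant glycosomal PGK reaction used 1,3-bisphosphoglycerate generated in-well by GAPDH (100nM final) in 100mM TEA pH 7.6, 5mM MgCl2, 0.01% Tween-20. After 60 minutes at room temperature, ATP was read by Kinase-Glo Plus luminescence end-point.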
ERG-DNA inh: qHTS for Small Molecule Inhibitors of the ERG Ets/DNA interaction. Potency, µM (top dose mostly 76.9 µM), for the others: at the highest dose FP activity, negative = inhibition, usual class: inhibitors. actives 0.028% (n = 370,000). Transcriptional regulator ERG (Homo sapiens), P11308. fluorescence polarization, His-ERG Ets domain / labelled DNA; active = well fitted inhibition curve with a large enough effect in the polarisation, with a control signal flat; inconclusive = small, poorly fitted or top-dose-only effect, or effect the other way, or a change in a side signal; inactive = no such curve, though single readings can be large or run the other way; the % refers to the polarisation;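 note: polarization taken with two DNA probes labelled with fluorescein and Texas red; potency is the fitted concentration of half-maximal effect; % of control where 0% means no effect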
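His-tagged ERG Ets domain (1 uM in the protein solution; 300mM KCl, 50mM Tris-HCl, 1mM EDTA, 1mM DTT, pH 7.5) received compound, then a probe mix of 5 nM fluorescein-DNA and 100nM Texas-615-DNA. Fluorescence polarization was read for both dyes.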
GLS inhibitor: qHTS for Inhibitors of Glutaminase (GLS); GLS enzymatic activity, qHTS titration; Glutaminase kidney isoform, mitochondrial (Homo sapiens), O94925; AID 624170, 2012; Potency, µM (doses to about 45.5 µM), for the others: at the top dose activity change, negative = inhibition, most hits filed as inhibitors; actives 0.21% (n = 410,000); note: potency is the fitted concentration of half-maximal effect; % is set by controls: 0 for no effect and ±100 for the full control effect
Target sequence (O94925 whole entry, looked up, canonical isoform): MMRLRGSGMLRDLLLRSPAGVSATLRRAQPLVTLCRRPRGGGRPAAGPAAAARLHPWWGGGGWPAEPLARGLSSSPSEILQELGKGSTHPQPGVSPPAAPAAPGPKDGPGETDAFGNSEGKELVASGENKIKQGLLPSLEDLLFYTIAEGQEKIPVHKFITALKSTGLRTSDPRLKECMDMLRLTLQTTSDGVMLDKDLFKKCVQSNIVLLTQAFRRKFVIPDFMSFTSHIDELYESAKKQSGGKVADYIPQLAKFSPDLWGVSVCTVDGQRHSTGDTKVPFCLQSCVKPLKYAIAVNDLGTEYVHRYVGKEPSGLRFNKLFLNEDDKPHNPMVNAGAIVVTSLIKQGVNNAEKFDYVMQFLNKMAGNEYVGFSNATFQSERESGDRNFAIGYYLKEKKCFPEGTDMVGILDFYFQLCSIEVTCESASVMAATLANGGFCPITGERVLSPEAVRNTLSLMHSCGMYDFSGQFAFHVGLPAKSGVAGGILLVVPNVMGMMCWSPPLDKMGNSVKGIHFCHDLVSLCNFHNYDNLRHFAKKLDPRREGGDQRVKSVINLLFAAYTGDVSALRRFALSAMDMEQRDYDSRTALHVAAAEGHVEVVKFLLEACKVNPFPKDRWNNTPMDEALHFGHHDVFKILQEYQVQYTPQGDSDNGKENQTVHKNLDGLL
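Glutamate formation by hKGA was monitored fluorometrically using coupled glutamate oxidase, HRP and Amplex Red. Substrate was added as 1 mM L-glutamine solution; incubation was 30 min at RT after an initial read.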
G9a block: qHTS Assay for Inhibitors of Histone Lysine Methyltransferase G9a; actives 8.8% (n = 350,000); Histone-lysine N-methyltransferase EHMT2 (Homo sapiens), Q96KQ7; G9a H3K9 monomethylation, AlphaScreen, 2 h; Potency, µM (series often up to 102 µM), for inactives: at the highest dose activity, negative = inhibition, hits mostly inhibitors; note: potency is the fitted concentration of half-maximal effect; % is set by controls: 0 for no effect and ±100 for the full control effect; nearly all actives have a fitted effect of over 75% in size
Target sequence (Q96KQ7 913-1193 limits assumed): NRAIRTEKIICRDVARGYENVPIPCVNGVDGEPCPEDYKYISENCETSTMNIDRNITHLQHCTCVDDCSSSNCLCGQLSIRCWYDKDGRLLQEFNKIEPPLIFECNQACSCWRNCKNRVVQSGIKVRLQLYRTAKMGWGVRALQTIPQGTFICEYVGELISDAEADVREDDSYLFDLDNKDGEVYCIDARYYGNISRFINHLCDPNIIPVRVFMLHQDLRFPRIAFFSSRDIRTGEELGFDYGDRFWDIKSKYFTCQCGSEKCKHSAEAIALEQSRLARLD
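Enzyme 20 nM + cpd, 15 min RT; add b-H3K9 pep 500 nM / SAM 20 uM; 2 h RT; anti-H3K9me1 Ab 0.5 ug/mL + SA donor / anti-rabbit acceptor beads 20 ug/mL each, 10 min; AlphaScreen read.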
HP1b chromo inh: HTS for Inhibitors of HP1-beta Chromodomain Interactions with Methylated Histone Tails; Chromobox protein homolog 1 (Homo sapiens), P83916; AlphaScreen HP1-beta / biotin-H3K9me3 peptide binding; Potency, µM (highest dose often 114 µM), inactives show top-dose activity change, negative = inhibition, hits mostly inhibitors; actives 0.56% (n = 390,000); AID 540317, 2011; note: potency is the fitted concentration of half-maximal effect; nearly all actives have a fitted effect of over 70% in size; inactives centre near 23
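HP1-beta protein (50 nM final) preincubated 30 min at room temperature with biotinylated H3(1-18)K9me3 peptide (50 nM) in PBS pH 7.4, 0.01% Tween-20, then compound added for 30 min. AlphaScreen streptavidin donor/nickel chelate acceptor beads (10 ug/mL final), 30 min dark, luminescence read.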
The depositor's hits bear a star; i = inactive; ? = inconclusive; nt = no result given; [ ] = another dose, or the depositor's remark. Unless noted, calls come from the whole dose curve; as a rule, active = well fitted curve in the direction sought with a large enough effect; inconclusive = small, poorly fitted or top-dose-only effect, or another doubt; inactive = no such curve, though single readings can be large; an effect the other way counts as inactive or inconclusive.

SMILES	Pin1 inh	PI4K2A inh	JMJD2A Tudor	BAZ2B inh	PGK inhibitor	ERG-DNA inh	GLS inhibitor	G9a block	HP1b chromo inh
Cc1ccc(C)c(N(CC(=O)NC2CCCC2)C(=O)CCC(=O)Nc2cc(C)on2)c1	-1%	4	-1%	-11%	2%	9%	-3%	17%	7%
COc1ccccc1NC(=S)NC1CCCCCC1	0%	-1	-16%	7%	-4%	2%	-3%	8%	-7%
CC1=CC2=NC(=O)/C(=C/c3cccn3Cc3ccccc3)C(=N)N2O1	29%	4	?	-35%	0%	10%	7%	-3%	7%
Cc1ccc([C@H]2C(C(=O)O)=CC[C@@H](c3cccc(C)c3)N2S(=O)(=O)c2ccc(C)cc2)cc1	-8%	1	-9%	nt	0%	-4%	14%	nt	34%
CCOc1ccc(NC(=O)CSc2ccc3ccccc3n2)cc1	-11%	2	-9%	4%	nt	5%	5%	-1%[59 µM]	4%
Cc1ccc(S(=O)(=O)Nc2cc3c(cc2Cl)n(C)c(=O)c(=O)n3C)cc1	0%	-1	-3%	-4%	7%	-2%	3%	-38%[59 µM]	24%
Cc1cc2nc(-c3ccc(SCC(=O)N4CCN(C(=O)c5ccco5)CC4)nc3)[nH]c2cc1C	?	0	?	-2%	-2%	9%	-8%	?	-5%
Clc1ccc(-c2nnn3c2nc(NC2CCCCC2)c2ccccc23)cc1	2%	2	33%	32%	-4%	-1%	3%	17%[59 µM]	89%[activator]
COc1cccc(OC)c1C(=O)Nc1ccc(Br)c(C(=O)c2ccccc2)c1	4%	1	-35%	-32%[57.1 µM]	-2%	-16%	-7%	-12%	-1%
COc1ccccc1CN1CCCCC1C(=O)O (stereo unspecified)	-11%	0	35µM*	-9%	-6%	?	-6%	-25%	57%[activator]
CCOC(=O)c1cnc2nc(SCc3ccccc3Cl)[nH]n2c1=O	-6%	4	-12%	nt	i	1%	4%	nt	24%
O=[N+]([O-])c1ccc(OCCOCCOc2ccc([N+](=O)[O-])cc2)cc1	3%	0	-12%	-4%	-4%	-3%	1%	-8%[59 µM]	13%
COCCNC(=O)[C@H](C)[C@H]1C[C@]1(C)[C@H](NC(=O)OCc1ccccc1)c1ccccc1	1%	-2	-20%	2%	-9%	-2%	0%	?	34%
CCc1ccccc1NC(=O)c1sc2nc3n(c(=O)c2c1C)CCC3	5%	1	-23%	-31%	-1%	-3%	1%	-29%[59 µM]	28%
COc1cc(/C=C2\C=CC(=O)O2)cc(OC)c1	?	-8	-11%	-2%	-4%	-4%	-3%	2%	19%
COc1ccc(S(=O)(=O)Nc2cccc(-c3ccc4nncn4n3)c2)cc1F	-6%	-3	-18%	-18%	nt	3%	17%	9%	22%
Cc1cc(C)c(S(=O)(=O)NNC(=O)C2CCN(Cc3ccccc3)CC2)c(C)c1	?	-1	-11%[57.1 µM]	-5%	i	-2%	17%	67%[activator][59 µM]	25%
CCCCCn1cnc2sc(-c3ccccc3)cc2c1=O	5%	2	24%	5%	i	-7%	-4%	51%[activator]	45%
Cc1ccc(C2=NC3(CCCCC3)N=C2SCC(=O)Nc2ccc3c(c2)OCCO3)cc1	8%	2	-26%	-39%	0%	5%	0%	?	18%
O=C(N/N=C/C(Cl)=C/c1ccccc1)c1ccccn1	4%	6	-15%	1%	-1%	5%	-3%	16%	33%
COc1ccc(NC(=O)c2ccc3nccnc3c2)cc1	-1%	-11	3%	4%	1%	13%	-6%	3%[59 µM]	21%
CC1Oc2ccccc2C=C1/C=C1/SC(N2CCOCC2)=NC1=O (stereo unspecified)	24%	2	-2%	?	-1%	-15%	4%	?	30%
CN(C)CCNC(=O)c1cc(Br)ccc1Cl	-5%	-2	0%	6%	-8%	5%	-5%	-32%	19%
O=C(O)c1ccccc1C(=O)N1CCN(c2cccc(Cl)c2)CC1	-19%	6	-12%	-7%	-6%	-14%	2%	-12%[59 µM]	33%
COc1ccc(-n2cnc3sccc3c2=O)cc1	-1%	-5	-17%	0%	i	-8%	7%	-3%	-6%
Nc1nc2n[nH]nc2c(=O)[nH]1	-2%	2	-12%	nt	-5%	4%	1%	-3%[21.5 µM]	34%
O=C(/C=C/c1ccccc1[N+](=O)[O-])c1ccc(F)cc1	7%	4	-3%	-16%	-3%	-5%	4%	40µM*	6%
Cc1nn(-c2cc(N3CCNCC3)ccc2[N+](=O)[O-])c(=O)c2ccccc12	-4%	33	-14%	-34%	7%	-2%	-2%	39%[12.7 µM]	10%
Cc1nnc2n1CCCCC2	-5%	0	1%	-2%	5%	-3%	-10%	11%	34%
Cc1cc(C)cc(NC(=O)N2CCC(CN3CCCCCC3)CC2)c1	-1%	1	-20%	-15%	-7%	3%	-1%	?	3%
CCCCNC(=O)C1c2cc(OC)c(OC)cc2C(=O)N(C)C1c1ccc(OC)cc1 (stereo unspecified)	-6%	-1	-1%	3%	-1%	4%	15%	-6%[12.7 µM]	19%
CC(C)CC(=O)NC1(C(F)(F)F)C(=O)N(Cc2ccccc2)C2=C1C(=O)CC(C)(C)C2 (stereo unspecified)	1%	2	-2%	2%	-5%	3%	0%	-2%[12.7 µM]	12%
O=C1CC(c2ccc3c(c2)OCO3)C2=C(CCCC2=O)N1 (stereo unspecified)	6%	-10	8%	-19%	-4%	-5%	-5%	5%[2.33 µM]	29%
O=C(NC(=S)Nc1cccc2cccnc12)c1cccs1	0%	-2	-20%	-8%	0%	-3%	5%	-7%	-4%
CCOc1ccc(NC(=O)C2CCCN(C)C2)cc1 (stereo unspecified)	1%	1	-4%	4%	5%	3%	-11%	nt	38%
CC1=C(C(N)=O)C(c2ccc(C)cc2)n2nc(SCc3ccccc3F)nc2N1 (stereo unspecified)	6%	-7	-5%	-4%	-1%	-3%	-12%	-11%[59 µM]	25%
C/C(=N\NC(=O)c1ccc(C)cc1C)c1ccc2c(c1)Nc1ccccc1S2	32%[activator]	-1	-26%	-29%	i	22%	-1%	?	21%
C/C=C/Cn1c(SCc2ccc(Cl)cc2)nc2c1c(=O)[nH]c(=O)n2C	-3%	-1	4%	1%	-8%	-7%	4%	45µM*	7%
COc1ccc(NC(=O)c2ccc(CN(c3cc(Cl)ccc3C)S(=O)(=O)c3ccccc3)cc2)cc1OC	21%	2	-24%	-31%	0%	2%	-5%	-47%[59 µM]	4%
COc1ccc(CN2CCNC(=O)C2CC(=O)NC2CCCC2)cc1OC (stereo unspecified)	-10%	-2	?	-31%	-10%	-6%	-4%	71µM*	4%
CN1C(=O)C2(c3ccccc31)N(c1cccc(F)c1)C(=O)CS2(=O)=O (stereo unspecified)	-13%	-17	-11%	27%[57.1 µM]	-9%	-3%	1%	16µM*	54%[activator]
CCOc1cc(C(=O)Nc2ccc3oc(-c4ccc(CC)cc4)nc3c2)cc(OCC)c1OCC	22%	-9	-9%	-12%	1%	0%	-1%	-31%[59 µM]	21%
CN(CP(=O)(O)CN(C)S(C)(=O)=O)S(C)(=O)=O	2%	5	50µM*	89µM*	-1%	1%	-1%	-45%[12.7 µM]	9%
COc1cccc2cc(C(=O)N3CC(C)OC(C)C3)c(=O)oc12 (stereo unspecified)	4%	1	-11%	0%	6%	4%	-2%	16%	30%
CCCOc1ccc(Cc2c(Cl)nc(SC)nc2N(C)C)cc1	1%	-1	111%[activator]	78%[activator]	-9%	-16%	0%	154%[activator][59 µM]	163%[activator]
Cc1ccc(-c2nnc3cccc(Cl)n23)cc1	1%	1	-17%	-13%	3%	3%	-2%	3%	12%
O=C(COc1cc([N+](=O)[O-])cc2cccnc12)NCCC1=CCCCC1	-13%	-2	-29%	-9%	7%	-5%	2%	?	0%
CCCC(=O)N(CCN(C(=O)CCC)c1ccccc1)c1ccccc1	5%	0	7%	-2%	9%	-2%	1%	19%[59 µM]	12%
CC(C)[C@@H](NC(=O)OC(C)(C)C)C(=O)NCC1CCC(C(=O)N[C@@H](Cc2ccccc2)C(=O)O)CC1 (stereo partly specified)	-7%	-1	0%	6%	i	3%	-4%	5%	21%
CC(=O)N(c1ccccc1)c1nc(C)cc(C)c1C#N	4%	1	-2%	3%	6%	-4%	-11%	2%[59 µM]	54%[activator]
NC(=O)NC(CC(=O)NCCc1ccc(S(N)(=O)=O)cc1)c1ccc(Cl)cc1 (stereo unspecified)	-6%	4	-15%[11.4 µM]	2%	i	3%	-11%	nt	-1%
O=c1[nH]c2ccc(Cl)cc2c(-c2ccccc2)c1N1CCOCC1	5%	-5	?	-7%	-7%	1%	-16%	-2%[59 µM]	24%

From PubChem
